Bioassay records from PubChem.
FLuc modulator: inhibits or activates purified firefly luciferase, miR-21 counter-screen. AID 588342. purified FLuc, Km substrates, luminescence inhibition. actives 6.9% (n = 360,000). P08659. Potency, µM (doses to about 57.5 µM), inactives show top-dose activity change, negative = inhibition, hits mostly inhibitors;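 note: potency is the fitted concentration of half-maximal effect; plate controls were vehicle for no effect and reference inhibitor for full effect; nearly all actives have a fitted effect of over 55% in size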
Target sequence (P08659 whole entry, looked up): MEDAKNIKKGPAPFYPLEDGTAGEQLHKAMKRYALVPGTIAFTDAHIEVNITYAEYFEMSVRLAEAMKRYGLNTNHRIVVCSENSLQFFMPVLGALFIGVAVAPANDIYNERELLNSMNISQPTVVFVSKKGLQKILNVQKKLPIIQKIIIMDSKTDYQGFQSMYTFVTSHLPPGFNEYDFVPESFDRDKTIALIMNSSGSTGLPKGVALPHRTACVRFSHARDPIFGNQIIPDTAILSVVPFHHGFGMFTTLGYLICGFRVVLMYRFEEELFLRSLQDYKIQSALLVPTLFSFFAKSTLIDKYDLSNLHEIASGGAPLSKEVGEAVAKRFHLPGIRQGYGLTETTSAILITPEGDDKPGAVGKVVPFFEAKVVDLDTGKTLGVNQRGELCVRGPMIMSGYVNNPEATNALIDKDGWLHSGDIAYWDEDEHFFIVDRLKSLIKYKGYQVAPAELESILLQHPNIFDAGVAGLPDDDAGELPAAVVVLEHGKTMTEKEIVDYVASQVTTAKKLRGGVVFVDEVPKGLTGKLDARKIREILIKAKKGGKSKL
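Biochemical qHTS of compounds, final roughly 60 µM downward over six points, against 10 nM purified firefly luciferase using Km concentrations of substrates (10 uM D-luciferin, 10 uM ATP) in Tris acetate pH 7.5 buffer; luminescence output.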
RORgamma inh: ROR gamma (mouse) transcription inhibition | Drosophila S2 Gal4-RORgamma UAS-luciferase reporter, 20 h | AID 2551 | P51450 | actives 5.4% (n = 310,000) | Potency, µM (series often up to 53.6 µM), for the others: top-dose activity change, negative = inhibition, actives largely listed as inhibitors; note: potency is the fitted concentration of half-maximal effect; % is set by controls: 0 for no effect and ±100 for the full control effect; nearly all actives have a fitted effect of over 60% in size
Target sequence (P51450 whole entry, looked up, the tested form may be a part): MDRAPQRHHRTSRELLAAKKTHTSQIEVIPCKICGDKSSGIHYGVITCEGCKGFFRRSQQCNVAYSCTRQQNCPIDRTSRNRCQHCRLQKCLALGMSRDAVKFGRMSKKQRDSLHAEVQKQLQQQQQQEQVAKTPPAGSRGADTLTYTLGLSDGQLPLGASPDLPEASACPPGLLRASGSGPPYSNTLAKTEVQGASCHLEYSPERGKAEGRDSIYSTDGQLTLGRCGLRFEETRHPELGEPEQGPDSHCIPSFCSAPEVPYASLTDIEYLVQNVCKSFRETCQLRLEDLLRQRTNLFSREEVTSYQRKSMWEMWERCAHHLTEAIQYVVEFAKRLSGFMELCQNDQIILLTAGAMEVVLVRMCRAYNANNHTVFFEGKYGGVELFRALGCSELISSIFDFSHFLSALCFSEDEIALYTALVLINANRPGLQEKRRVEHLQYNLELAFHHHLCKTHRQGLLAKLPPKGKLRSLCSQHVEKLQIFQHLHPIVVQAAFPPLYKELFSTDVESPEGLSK
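ROR gamma transcriptional activity was tracked as Gal4-UAS luciferase output in stably transfected Drosophila Schneider cells, with compound added 1 hr before 700 uM copper sulfate induction and a 20 hr ambient-temperature incubation.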
PKM2 activator: increases activity of human pyruvate kinase M2; P14618; purified PKM2, Kinase-Glo ATP luminescence, activation; response scale: 0% is enzyme alone, no compound; Potency, µM (highest dose often 57.5 µM), without a hit: at the highest dose activation, most hits filed as activators; actives 0.34% (n = 260,000); AID 1631; note: potency is the fitted concentration of half-maximal effect; % is set by controls: 0 for no effect and ±100 for the full control effect; nearly all actives have a fitted effect of over 55% in size
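hPK-M2, >95% pure; 0.1 mM ADP / 0.5 mM PEP final; imidazole pH7.2 buffer w/ 7 mM MgCl2, 50 mM KCl; 1 h RT; Kinase-Glo lum. Intermediate enzyme activity for dual inhibitor/activator qHTS.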
NPC1 prom act: activates the NPC1 promoter; Huh7 NPC1 promoter luciferase reporter, 24 h; Potency, µM (series often up to 9.22 µM), for inactives: top-dose activation, most hits filed as activators; actives 2.4% (n = 320,000); AID 485313;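 note: potency is the fitted concentration of half-maximal effect; % of control where 0% means no effect; nearly all actives have a fitted effect of over 60% in size; reporter is driven by a mutant NPC1 promoter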
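Compounds in DMSO were transferred onto Huh7 NPC1-luciferase reporter cells pre-incubated 2 h; after 24 h at 37 °C, Amplite reagent was dispensed and luminescence recorded 10 min later.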
Gal4-VP16 FLuc: counter-screen for ROR gamma inhibitors: Gal4-VP16 reporter; actives 3.5% (n = 310,000); AID 2546; Drosophila S2 Gal4-VP16 UAS-luciferase, luminescence, 20 h; Potency, µM (titrated, usually from 53.6 µM), for inactives: at the highest dose activity, negative = inhibition, usual class: inhibitors;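 note: Gal4-VP16 expression switched on by copper sulfate through the metallothionein promoter; potency is the fitted concentration of half-maximal effect; % is set by controls: 0 for no effect and ±100 for the full control effect; nearly all actives have a fitted effect of over 50% in size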
Rab9 prom act: activates the Rab9 promoter; Huh7 Rab9 promoter-luciferase reporter, luminescence, 24 h; actives 2.8% (n = 320,000); Potency, µM (doses to about 9.22 µM), inactives show at the top dose activation, negative = inhibition, most hits filed as activators; AID 485297; note: potency is the fitted concentration of half-maximal effect; % of control where 0% means no effect; nearly all actives have a fitted effect of over 60% in size
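Luciferase signal after 10 min detection reagent at ambient indicates Rab9 promoter upregulation; stably transfected Huh7 cells were treated 24 h with compound in DMSO at 37 °C, 5% CO2.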
Menin-MLL TR inh: displaces Texas Red mutant MLL peptide from human menin; actives 0.23% (n = 270,000); AID 1768; Potency, µM (highest dose often 61.6 µM), without a hit: at the highest dose FP activity change, negative = inhibition, hits mostly inhibitors; Menin + Texas Red MLL mutant peptide, fluorescence polarization; O00255; active = well fitted inhibition curve with a large enough effect in the polarisation, with a control signal flat, not every such curve was filed as active; inconclusive = small, poorly fitted or top-dose-only effect, or effect the other way, or a change in a side signal; inactive = no such curve, though single readings can be large or run the other way; the % refers to the polarisation; note: potency is the fitted concentration of half-maximal effect; % of control where 0% means no effect; many of its hits are not listed in these tables
BRCA1 expr up: activators of BRCA1 expression. MCF7-BRCA1-FFLuc reporter, luminescence, 48 h; response scale: scaled: vehicle 0%, 10 µM genistein 100%. actives 1.1% (n = 380,000). AID 624202. Potency, µM (series often up to 46.1 µM), inactives show at the top dose activation, hits mostly activators; note: potency is the fitted concentration of half-maximal effect; nearly all actives have a fitted effect of over 80% in size; some results filed as inactive show a strong effect at the top dose
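48 h compound treatment of MCF7-BRCA1-FFLuc cells (phenol-red free MEM, 37 °C), then 15 min with luciferase substrate and luminescence imaging.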
Giardia killer: kills Giardia lamblia; AID 540267; Giardia lamblia trophozoite viability; activity change, % at 7.66 µM, hits read low; actives 0.15% (n = 340,000); in the data active = activity change below about -80%; inconclusive = between about -30% and that limit;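 note: parasites exposed to compound for two days anaerobically before the ATP read; % is set by controls: 0 for no effect and ±100 for the full control effect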
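Trophozoites 100 cells/well + cpd; 48 hrs, 37 deg C, anaerobic. ATPLite 1-Step added, 15-30 min RT, luminescence read (ATP-based viability).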
ELG1 genotoxic: induces genotoxicity in HEK293T cells with luciferase-tagged ELG1 | HEK293T ELG1-luciferase reporter, luminescence, 16 h | actives 1.3% (n = 330,000) | Potency, µM (titrated, usually from 46 µM), inactives show at the highest dose activity change, positive = activation, most hits filed as activators; note: potency is the fitted concentration of half-maximal effect; % of control where 0% means no effect; nearly all actives have a fitted effect of over 60% in size
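Genotoxicity was scored as increased ELG1-luciferase reporter signal, measured by ONE-Glo luminescence (30 min, room temperature). Compound or vehicle exposure of the HEK293T reporter cells lasted 16 hr at 37°C.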
p53 reactivation: restores transcriptional activity of mutant p53. Potency, µM (series often up to 92.2 µM), for the others: at the top dose activity change, positive = activation, actives largely listed as activators. H1299 p53-A138V BP100-luciferase reporter, luminescence, 24 h. actives 0.063% (n = 320,000); note: potency is the fitted concentration of half-maximal effect; % of control where 0% means no effect; nearly all actives have a fitted effect of over 45% in size
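p53-null H1299 cells stably carrying temperature-sensitive p53-A138V and a BP100-luciferase reporter were pinned with compounds (4-point, 1:5 series) and held 24 hrs at 37 deg C. Luminescence was read 10 min after detection reagent.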
Numbers without * were called inactive; ? = inconclusive; . = not tested or not shown; [ ] = dose if it differs, or a comment. Unless noted, calls come from the whole dose curve; as a rule, active = well fitted curve in the direction sought with a large enough effect; inconclusive = small, poorly fitted or top-dose-only effect, or another doubt; inactive = no such curve, though single readings can be large; an effect the other way counts as inactive or inconclusive. An excerpt; count on the stated rates, not on these rows.

The line under a structure holds: ELG1 genotoxic | Menin-MLL TR inh | RORgamma inh | BRCA1 expr up | PKM2 activator | p53 reactivation | NPC1 prom act | Rab9 prom act | Giardia killer | Gal4-VP16 FLuc | FLuc modulator
> Cc1ccc(N(CC(=O)NCc2ccccc2)C(=O)CCC(=O)Nc2ccccn2)cc1C
 : 0% | -19% | 31% | -15% | 0% | -3% | -2% | 2% | -8 | 0% | 1%
> COc1ccc(N2C(=O)CC(N3CCN(S(=O)(=O)c4c(C)cc(C)cc4C)CC3)C2=O)cc1 (configuration not stated)
 : 1% | . | . | -20% | . | -9% | 0% | -1% | -7 | . | .
> O=c1nc(N/N=C/c2ccco2)cn[nH]1
 : -1% | 2% | -17% | 1% | 20% | 10% | 4% | 3% | 0 | -6% | -14%
> Cc1nc(/C(N)=N/OC(=O)c2ccc(Cl)cc2)c(C(F)(F)F)o1
 : 3% | . | 3% | 30% | -16% | 7% | -5% | -3% | 13 | 3% | 7.6µM*
> CCCCN(Cc1ccccc1)C(=O)CCN1C(=O)C2C3C=CC(C3)C2C1=O (configuration not stated)
 : -4% | -6% | 22% | -6% | -1% | -1% | -7% | 11% | 0 | 1% | 3%
> COC(=O)Cn1c(CCS(=O)(=O)c2ccc(C)c(C)c2)nc2ccccc21
 : 1% | 41%[activator] | ? | -6% | 10% | -2% | -1% | -7% | 2 | 1% | 0%
> O=C(c1ccc(N2CCN(C(=O)c3cccc(F)c3)CC2)cc1)c1cccc(F)c1
 : -15% | . | 7% | -26% | 6% | -6% | 2% | -4% | 36[activator] | -3% | -20%
> CC(=O)Nc1ccc(-c2sc(Nc3ccccc3)n[n+]2C)cc1
 : 0% | -1% | -20% | 0% | 0% | 6% | 1% | 1% | 19 | -14% | 3%
> CCCCc1cc(=O)oc2cc(O)ccc12
 : -3% | 8% | 21% | 26% | -5% | -13% | 0% | 20% | 1 | -7%[10 µM] | -7%
> COC(=O)c1c(NC(=O)CC2SC(N)=NC2=O)sc2c1CCCC2 (configuration not stated)
 : 0% | 0% | -3% | -8% | -1% | -2% | 1% | -6% | 6 | 1%[0.365 µM] | 3%
> C=CCn1c(SCC(=O)c2c(N)n(CCC)c(=O)n(C)c2=O)nc2sc(CC)cc2c1=O
 : -2% | 8% | 11% | 18% | 4% | -4% | -6% | -4% | -12 | -1% | -1%
> O=[N+]([O-])c1cc(Br)c(Nc2ccccc2)c([N+](=O)[O-])c1
 : ? | ? | ? | -89% | . | -12% | -3% | 0% | 11 | 13µM* | 2%
> CC(=O)Nc1ccc(S(=O)(=O)Nc2ccc3[nH]c(=O)[nH]c3c2)cc1
 : -6% | ? | -9% | 12% | -3% | -8% | -1% | -7% | -2 | -20% | 1%
> COc1ccc([N+](=O)[O-])cc1NC(=S)NC(NC(=O)Cc1ccc(OC)c(OC)c1)C(Cl)(Cl)Cl (configuration not stated)
 : -3% | ? | 27% | -62% | 6% | -6% | -2% | -1% | 8 | -4% | 3%
> Cc1cccc(-c2nnc(SCC#N)n2C)c1
 : 1% | 7% | -1% | 2% | -6% | 6% | -4% | -1% | 4 | 3% | -10%
> CCOC(=O)NC(=O)CSc1nc2ccccc2[nH]1
 : -1% | -19% | 25% | 1% | 1% | 2% | -4% | -8% | 8 | -8% | -2%
> S=C1N(c2ccccc2)C(c2cccc3ccccc23)N2CCCN12 (configuration not stated)
 : 1% | 4% | 13% | -5% | 1% | 0% | 7% | -1% | -4 | -8% | -1%
> O=C(C1COc2ccccc2O1)N1CCN(c2ccc(F)cc2)CC1 (configuration not stated)
 : 1% | 0% | 1% | 4% | -7% | -6% | -2% | -3% | 11 | 3% | 2%
> C=CCC1(CC=C)CCCN1C(=O)C1CCC(=O)N(CCc2ccc(Cl)cc2)C1 (configuration not stated)
 : -8% | . | ? | 19% | . | -2% | -5% | -3% | 1 | 0% | -13%
> COCCNC(=S)N/N=C/c1ccc([N+](=O)[O-])cc1
 : -2% | . | ? | -20% | 4% | 2% | -5% | 1% | 16 | ? | -2%
> COCCCNC(=S)Nc1ccc(OC(F)F)cc1C
 : 0% | -12% | 11µM* | 8% | -3% | 13% | -3% | 1% | -5 | -10% | 1%
> COc1cccc(/C=N/NC(=O)c2[nH]c(C)c(C(=O)N/N=C/c3cccc(OC)c3)c2C)c1
 : -5% | -10% | -4% | -25% | 1% | -10% | 5% | 10% | -5 | 0% | ?
> Cc1cccc(C)c1NC(=O)COC(=O)C1Cc2ccccc2CN1C(=O)c1ccccc1 (configuration not stated)
 : 0% | -7% | 35% | 3% | 8% | 5% | -1% | 2% | 14 | 2% | -9%
> Cc1cccn2c(=O)c3cc(C(=O)NCc4cccnc4)c(=N)n(C(C)C)c3nc12
 : ? | -25% | -18% | 7% | -3% | -9% | 2% | -2% | 10 | -2%[0.365 µM] | 3%
> COC(=O)c1ccc(COC(=O)c2ccc(CO)cc2)o1
 : -2% | -7% | -4% | 1% | 7% | -4% | -2% | -9% | -15 | -28% | 2%
> CCc1ccc2c(c1)C1(C(=O)N2)N2CCCC2C(C(=O)c2ccc3ccccc3c2)C12C(=O)Nc1ccccc12 (configuration not stated)
 : -1% | 3% | ? | -69% | -1% | -7% | 2% | 1% | 7 | ? | ?
> CCN(CC)c1ccc(N2C(=O)/C(=C/c3cccs3)SC2=S)cc1
 : 1% | ? | 23% | 2% | 3% | -3% | 0% | 13% | -6 | -5% | -2%
> CCOC(=O)c1c(C)n(C)c2ccc(OC(=O)c3ccc(N4C(=O)CCC4=O)cc3)cc12
 : 1% | 4% | 0% | 2% | 0% | 0% | -3% | -3% | 6 | -18% | 0%
> CC1=C(C(=O)N2CCCC(N3CCN(c4ccccc4C)CC3)C2)OCCO1 (configuration not stated)
 : -3% | -1% | 0% | -17% | -3% | 6% | -4% | -2% | -26 | -2% | -1%
> Cc1ccc(S(=O)(=O)N[C@H](C(=O)NCC2CCC(C(=O)O)CC2)C(C)C)cc1 (some centres not stated)
 : -1% | -11% | -1% | -6% | . | 2% | -5% | -5% | -11 | -5% | 2%
> O=C1c2ccccc2OC2(C=Cc3ccccc3O2)N1Cc1ccccc1 (configuration not stated)
 : -5% | -1% | 27% | -69% | 2% | 4% | -18% | -6% | 7 | 8% | 1%
> Cc1ccccc1-c1nnn(CC(=O)Nc2cccc(S(N)(=O)=O)c2)n1
 : 3% | 14% | 12% | 1% | 10% | -6% | -5% | 1% | 14 | 2% | -8%
> CC(C)(C)C(=O)Nc1ccccc1C(=O)OCC(=O)c1ccc2c(c1)OCCO2
 : -1% | -2% | ? | -6% | -1% | ? | -3% | 3% | 8 | -4% | 6.7µM*
> Cc1nn(C(C)C(=O)NCCCc2ccccc2)c(=O)c2cc3occc3n12 (configuration not stated)
 : 2% | . | 3% | -6% | 12% | 4% | 1% | -1% | 19 | -6% | 2%
> C[C@@H](NC(=O)[C@@H]1Cc2ccccc2CN1)C(=O)NCC1CCCO1 (some centres not stated)
 : 2% | . | 1% | 0% | . | 5% | -22% | -4% | 27 | -5% | 0%
> Cc1ccc(Cn2nc(C)c(NC(=O)CSc3nc4c(c(C(F)(F)F)n3)CCc3ccccc3-4)c2C)cc1
 : -6% | -4% | -6% | -7% | 4% | -12% | -2% | -6% | -18 | 10% | 3%
> CC(=O)N1CCN(C(=O)c2c(-c3ccccc3)noc2C)CC1
 : 2% | . | . | 2% | . | 3% | -2% | 0% | -23 | . | 0%

Full records as entered above. Screens in order: ELG1 genotoxic | Menin-MLL TR inh | RORgamma inh | BRCA1 expr up | PKM2 activator | p53 reactivation | NPC1 prom act | Rab9 prom act | Giardia killer | Gal4-VP16 FLuc | FLuc modulator
`O=C1c2ccccc2OC2(C=Cc3ccccc3O2)N1Cc1ccccc1` (configuration not stated) is listed as -5% | -1% | 27% | -69% | 2% | 4% | -18% | -6% | 7 | 8% | 1%
`Cc1nn(C(C)C(=O)NCCCc2ccccc2)c(=O)c2cc3occc3n12` (configuration not stated) is listed as 2% | . | 3% | -6% | 12% | 4% | 1% | -1% | 19 | -6% | 2%
`C[C@@H](NC(=O)[C@@H]1Cc2ccccc2CN1)C(=O)NCC1CCCO1` (some centres not stated) is listed as 2% | . | 1% | 0% | . | 5% | -22% | -4% | 27 | -5% | 0%
`CC(C)(C)C(=O)Nc1ccccc1C(=O)OCC(=O)c1ccc2c(c1)OCCO2` is listed as -1% | -2% | ? | -6% | -1% | ? | -3% | 3% | 8 | -4% | 6.7µM*
`Cc1ccc(Cn2nc(C)c(NC(=O)CSc3nc4c(c(C(F)(F)F)n3)CCc3ccccc3-4)c2C)cc1` is listed as -6% | -4% | -6% | -7% | 4% | -12% | -2% | -6% | -18 | 10% | 3%
